Nrf2 inh: Nrf2 pathway inhibition; A549 ARE-Fluc reporter, luciferase luminescence, 18-24 h; Potency, µM (series often up to 46 µM), for inactives: at the top dose activity change, negative = inhibition, hits mostly inhibitors; hit rate 2.1% among 360,000; note: potency is the fitted concentration of half-maximal effect; % is set by controls: 0 for no effect and ±100 for the full control effect; nearly all actives have a fitted effect of over 60% in size
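Reporter: ARE-Fluc in A549. Exposure: 18-24 h, 37 °C, 5% CO2, 5% FBS OPTI-MEM. Readouts: fluorescent cytotoxicity (CellTiter-Fluor), then luminescent Nrf2 signal after BugLite.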
CCT modulator: cytosolic chaperonin activity modulation; purified chaperonin ATPase assay, HTRF ADP detection, 30 min; activity change, % (test concentration not listed), hits read low; hit rate 0.3% among 360,000; in the data active = activity change below about -30%; note: % is set by controls: 0 for no effect and ±100 for the full control effect
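First, chaperonin was dispensed at 40 nM or 20 nM final depending on batch activity. Next, compounds were pinned at 76 uM and ATP added at 10 uM. After 30 min at 37 °C, ADP detection reagents ran 30 min at ambient temperature.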
Nrf2 ARE act: Nrf2 pathway activation | AREc32 ARE-luciferase reporter (MCF7-derived line), luminescence, 24 h | Potency, µM (series often up to 46.1 µM), for inactives: top-dose activation, most hits filed as activators | hit rate 0.31% among 410,000 | AID 624171; note: potency is the fitted concentration of half-maximal effect; % of control where 0% means no effect; nearly all actives have a fitted effect of over 65% in size
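AREc32_Fluc, 1000 cells/well, OPTI-MEM + 5% FBS, o/n 37 deg C 5% CO2; 23 nL cpd by pin tool, 24 hr; Steady-Glo 30 min RT, luminescence.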
EPAC2 agonist: EPAC2 (human) agonism; hit rate 0.079% among 360,000; EPAC2 activation, biochemical qHTS; response scale: 100% = 6.5 mM cAMP response; AID 720711; Potency, µM (titrated, usually from 154 µM), for inactives: top-dose activation, actives largely listed as activators; note: potency is the fitted concentration of half-maximal effect; nearly all actives have a fitted effect of over 50% in size
Target sequence (Q8WZA2 whole entry, looked up): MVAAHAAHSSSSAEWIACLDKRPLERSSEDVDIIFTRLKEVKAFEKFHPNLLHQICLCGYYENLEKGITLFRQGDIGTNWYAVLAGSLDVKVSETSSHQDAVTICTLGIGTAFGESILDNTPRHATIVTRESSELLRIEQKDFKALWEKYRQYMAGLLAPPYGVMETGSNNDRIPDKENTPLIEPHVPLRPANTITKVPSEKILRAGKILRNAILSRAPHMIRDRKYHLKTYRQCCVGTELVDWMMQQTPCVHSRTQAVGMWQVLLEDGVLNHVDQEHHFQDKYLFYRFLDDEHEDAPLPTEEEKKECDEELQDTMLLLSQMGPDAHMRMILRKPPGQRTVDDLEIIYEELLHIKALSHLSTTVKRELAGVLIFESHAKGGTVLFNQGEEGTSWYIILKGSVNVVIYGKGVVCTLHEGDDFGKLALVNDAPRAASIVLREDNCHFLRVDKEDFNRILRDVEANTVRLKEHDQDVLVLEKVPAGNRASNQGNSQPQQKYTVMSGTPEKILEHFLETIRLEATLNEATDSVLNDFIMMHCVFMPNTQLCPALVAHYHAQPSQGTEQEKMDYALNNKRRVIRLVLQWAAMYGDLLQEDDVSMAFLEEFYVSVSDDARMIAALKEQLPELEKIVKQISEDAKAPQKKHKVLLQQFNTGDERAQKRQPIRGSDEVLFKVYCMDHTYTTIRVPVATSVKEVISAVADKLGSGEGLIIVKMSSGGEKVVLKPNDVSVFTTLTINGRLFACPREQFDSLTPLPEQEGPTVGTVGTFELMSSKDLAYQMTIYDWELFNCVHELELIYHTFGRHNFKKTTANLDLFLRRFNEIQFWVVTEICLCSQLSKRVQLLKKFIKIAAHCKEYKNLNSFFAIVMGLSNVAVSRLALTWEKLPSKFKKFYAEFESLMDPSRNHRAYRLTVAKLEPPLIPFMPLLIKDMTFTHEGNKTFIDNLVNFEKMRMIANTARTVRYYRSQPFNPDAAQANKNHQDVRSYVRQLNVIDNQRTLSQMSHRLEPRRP
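qHTS, titration series. 100 nM EPAC2 / 250 nM Rap1B-BODIPY-GDP / 50 uM GDP; RT; ex 480/em 540 nm, 5-min reads to 30 min. Norm. to 6.5 mM cAMP = activation.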
A549 viability: counter-screen for Nrf2 inhibitors: cytotoxicity in A549 cells; A549 ARE-Fluc cells, CellTiter-Fluor viability, 18-24 h; AID 504648; Potency, µM (highest dose often 46 µM), for inactives: at the top dose activity change, negative = cytotoxicity, usual class: inhibitors; hit rate 0.16% among 390,000; note: potency is the fitted concentration of half-maximal effect; % is set by controls: 0 for no effect and ±100 for the full control effect
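A549 ARE-Fluc cells in 5% FBS OPTI-MEM, 5000 cells/well, rested 2 h then exposed to compounds in concentration-response for 18-24 h at 37 °C. Viability by CellTiter-Fluor fluorescence (Ex 405/Em 525) after 30 min; luciferase luminescence (BugLite, 15 min, RT) read afterwards.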
Mm-Cpn inhibitor: M. maripaludis TRiC chaperonin inhibition | purified Mm-Cpn ATPase, ADP Transcreener TR-FRET | Potency, µM (titrated, usually from 76.9 µM), inactives show at the highest dose activity, negative = inhibition, most hits filed as inhibitors | hit rate 0.031% among 330,000 | AID 504842; note: potency is the fitted concentration of half-maximal effect; % is set by controls: 0 for no effect and ±100 for the full control effect; nearly all actives have a fitted effect of over 80% in size
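Purified archaeal chaperonin (25 nM final) was preincubated with compound for 10 min at 37°C, then ATP (10 uM final) was added for 30 min at 37°C in Tris pH 7.4/KCl/MgCl2/DTT buffer. ADP was quantified by HTRF Transcreener TR-FRET.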
EPAC2 antag: antagonists of human EPAC2. EPAC2 GEF exchange of Rap1B-BODIPY-GDP, fluorescence. Potency, µM (highest dose often 114 µM), for the others: at the highest dose activity, negative = inhibition, usual class: inhibitors. hit rate 0.18% among 360,000; note: potency is the fitted concentration of half-maximal effect; % is set by controls: 0 for no effect and ±100 for the full control effect; nearly all actives have a fitted effect of over 45% in size; many of its hits are not listed in these tables
TGFb SMAD3 inh: inhibitors of TGF-b signaling; HepG2 CAGA-GFP TGF-b/SMAD3 reporter, GFP fluorescence, 18 h; TGF-beta stimulated, 500 pg/mL final; Potency, µM (doses to about 46.1 µM), for the others: at the top dose activity, negative = inhibition, hits mostly inhibitors; hit rate 1.2% among 410,000; note: potency is the fitted concentration of half-maximal effect; % is set by controls: 0 for no effect and ±100 for the full control effect; nearly all actives have a fitted effect of over 65% in size
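Per well, imaged GFP fluorescence of HEPG2 CAGA-GFP cells gives the signal; cells get compound, then TGF-beta (500 pg/mL final), 18 h at 37 degrees C; %Activity versus -TGF-beta and +DMSO controls.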
Akt phos inh: Akt phosphorylation inhibition; AID 651550; hit rate 0.32% among 360,000; activity change, % for hits at 50 µM; Neuro2A IGF-stimulated pAkt S473 HTRF, 20 min; hits give low values; in the data active = activity change below about -80%; inconclusive = mostly about -51% to -80%; note: % is set by controls: 0 for no effect and ±100 for the full control effect
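Neuro2A cells in DMEM with 0.5% FBS, overnight at 37 deg C, given compound at single 50 µM final, then IGF (6 nM final) for 20 min at 37 deg C. Lysed; phospho-Akt Ser473 by HTRF after 24 h, 665/615 ratio.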
Starred values were filed as active, the others as inactive; i = inactive; ? = inconclusive; / = no result given; [ ] = dose if it differs, or a comment. Unless noted, calls come from the whole dose curve; as a rule, active = well fitted curve in the direction sought with a large enough effect; inconclusive = small, poorly fitted or top-dose-only effect, or another doubt; inactive = no such curve, though single readings can be large; an effect the other way counts as inactive or inconclusive.

nr	SMILES	Nrf2 inh	CCT modulator	Nrf2 ARE act	EPAC2 agonist	A549 viability
1	Cc1cccc(OCC(=O)NCC(=O)N/N=C/c2ccc([N+](=O)[O-])cc2)c1	?	1.4	0.3%	-4%	-5%
2	C=CCn1c(SCC(=O)Nc2cc(C)on2)nnc1-c1ccccc1F	-7%	-1.6	2.8%	3%	1%
3	O=c1[nH]nc(-c2cccs2)c2ccccc12	-11%	1.7	5.9%	9%	1%
4	COc1ccc(N2CCN(C3CCCCC3NS(=O)(=O)c3ccc(Cl)cc3)CC2)cc1 (stereo not given)	?	-1.4	-0.6%	11%	-5%
5	CC(=O)OC[C@@H]1CN(Cc2ccccc2)C[C@H](n2cnc3c(N4CCCC4)ncnc32)O1	/	0.1	0.2%	1%	/
6	O=C(NC1c2ccccc2-c2ccccc21)c1ccco1	-5%	-0.3	-0.2%	-2%	0%
7	CC(=O)c1c(C(C)=O)c(C)n(-c2nc(-c3ccccc3)c(C)s2)c1C	?	0.0	-0.2%	-20%	-9%
8	COc1cc(/C=C/C(=O)OCC(=O)Nc2cc(S(=O)(=O)N3CCOCC3)ccc2Cl)cc(OC)c1OC	-5%	-2.8	4.1%	7%	3%

nr	Mm-Cpn inhibitor	EPAC2 antag	TGFb SMAD3 inh	Akt phos inh
1	2%	5%	-2%	i
2	-10%	0%	23%	i
3	0%	4%	9%	i
4	1%	-4%	-31%	i
5	/	2%	-5%	i
6	1%	3%	?	i
7	0%	?	?	i
8	-9%	3%	1%	i

(next part)
nr	SMILES	Nrf2 inh	CCT modulator	Nrf2 ARE act	EPAC2 agonist	A549 viability
9	CCC(NC(=O)NCc1cccnc1)(C(F)(F)F)C(F)(F)F	/	0.9	0.4%	-7%	-1%
10	COC(=O)Cn1c2ccccc2c2nc(C)sc21	/	1.9	-0.7%	-4%	-6%
11	COc1ccc(/C=N/NC(=O)c2cc(C)on2)c2ccccc12	-7%	0.6	-0.6%	-7%	-2%
12	CCCCN(CCCC)CCCNC(=O)C12CN(Cc3ccccc3)CC1C(c1cccc([N+](=O)[O-])c1)=NO2 (stereo not given)	7%	-0.4	5.6%	6%	-10%
13	COc1cc2ccc3c(CCN(C)C)cc(OC)c(OC)c3c2cc1OC	-11%	-1.9	-2.5%	9%	1%
14	CC(C)N(Cc1ccccc1)C(=O)C1CCCN(c2ncnc3onc(-c4ccc(F)cc4)c23)C1 (stereo not given)	?	/	1.0%	/	-9%
15	Cn1c(=O)cc(NCCc2ccccc2)[nH]c1=O	-14%	0.3	0.0%	4%	-7%
16	Cc1cc(C(=O)COC(=O)c2ccc(Cl)c(S(N)(=O)=O)c2)c(C)n1CC1CCCO1 (stereo not given)	?	-3.6	-0.4%	-1%	2%

nr	Mm-Cpn inhibitor	EPAC2 antag	TGFb SMAD3 inh	Akt phos inh
9	1%	19%	12%	i
10	-2%	13%	-3%	/
11	-1%	-12%	?	i
12	0%	2%	-26%	i
13	1%	8%	22%	i
14	/	/	?	/
15	2%	-2%	-5%	i
16	-2%	3%	4%	i

(cont.)
nr	SMILES	Nrf2 inh	CCT modulator	Nrf2 ARE act	EPAC2 agonist	A549 viability
17	COC(=O)CCCn1cc(CN2CC(N3CCN(CCN(C)C)CC3)CS2(=O)=O)nn1 (stereo not given)	/	-29	-1.0%	8%	/
18	N#Cc1ccc(NCCc2ccccn2)c([N+](=O)[O-])c1	-3%	-1.7	0.8%	2%	-8%
19	Cc1cc(NC(=O)CS(=O)(=O)c2cn(Cc3cccc(Br)c3)c3ccccc23)no1	/	1.3	-0.2%	-6%	/
20	CC1=CC2=NC(=O)/C(=C/c3coc4ccccc4c3=O)C(=N)N2O1	8%	0.0	27%	?	-9%
21	CN(C(=O)c1ccc(NC(=O)Cc2ccc(NC(=O)C3CCN(C(=O)c4ccccc4)CC3)cc2)cc1)C1CC1	5%	-0.4	2.5%	19%	6%
22	COC(=O)c1c(NC(=O)COc2ccc(Cl)cc2Cl)sc2c1CC(C)(C)NC2(C)C	6%	-0.8	-0.7%	-12%	10%
23	O=c1[nH]c(SCC2CCCCO2)nc2ccccc12 (stereo not given)	6%	0.8	0.0%	2%	-5%
24	C=CCn1c(Cn2nnc3ccccc32)nnc1SCC(=O)N/N=C/c1cc(Br)cc(OC)c1O	/	-5.3	0.4%	3%	0%

nr	Mm-Cpn inhibitor	EPAC2 antag	TGFb SMAD3 inh	Akt phos inh
17	/	-7%	/	i
18	-14%	1%	2%	i
19	/	?	10µM*	i
20	-1%	30%	40%[activator]	i
21	0%	28%	-11%	i
22	-4%	-10%	0%	i
23	-5%	16%	2%	i
24	0%	9%	?	i

(cont.)
nr	SMILES	Nrf2 inh	CCT modulator	Nrf2 ARE act	EPAC2 agonist	A549 viability
25	Cc1ccccc1N1CCN(S(=O)(=O)c2nnc(NC(=O)c3ccccc3)s2)CC1	?	/	0.1%	/	-1%
26	C=CCn1c(SCC(=O)NCC)nc2sc3c(c2c1=O)CCC3	6%	0.1	-0.2%	7%	0%
27	O=C(Nc1ccccc1)OCc1cnc(Cl)s1	10%	1.6	25%	-1%	0%
28	Cc1ccc(S(=O)(=O)Nc2ccc3c(c2)n(C)c(=O)n3C)cc1	?	-1.0	18%	-3%	4%
29	CC1CC(C)CN(c2oc(Cc3ccccc3)nc2C#N)C1 (stereo not given)	?	2.0	0.3%[9.22 µM]	2%	19%
30	CCOC(=O)[C@]12CCCC=C1N(Cc1ccc3c(c1)OCO3)C(=O)[C@H](CC(=O)NCc1cccc(C(F)(F)F)c1)C2	/	-0.4	-0.2%	1%	/
31	CCOc1ccc(CCN2C(=S)N([C@@H](Cc3ccccc3)CN3CCCC3CN3C(=S)NC[C@@H]3Cc3ccccc3)C[C@@H]2Cc2ccc(O)cc2)cc1 (stereo not given in full)	/	-0.5	2.8%	-4%	/
32	CC(NC(=O)[C@H](C)NC(=O)C1CC(=O)N(c2ccc3c(c2)OCO3)C1)c1ccccc1 (stereo not given in full)	14%	-1.9	-0.1%	4%	1%

nr	Mm-Cpn inhibitor	EPAC2 antag	TGFb SMAD3 inh	Akt phos inh
25	/	/	?	/
26	0%	5%	1%	i
27	3%	2%	18%	i
28	1%	-14%	0%	i
29	1%	-19%	-10%	i
30	/	-8%	/	i
31	/	3%	/	i
32	1%	-6%	-15%	i

TGFb SMAD3 inh: what is marked active above.
nr | molecule | CCT modulator | Nrf2 ARE act | EPAC2 agonist | Mm-Cpn inhibitor | EPAC2 antag | TGFb SMAD3 inh | Akt phos inh
19 | Cc1cc(NC(=O)CS(=O)(=O)c2cn(Cc3cccc(Br)c3)c3ccccc23)no1 | 1.3 | -0.2% | -6% | / | ? | 10µM* | i

Copied from the list.
no. 27 @ A549 viability = 0%
no. 26 @ A549 viability = 0%

More results follow:
nr	SMILES	Nrf2 inh	CCT modulator	Nrf2 ARE act	EPAC2 agonist	A549 viability
33	COc1ccc(C2=NOC(C(=O)NCCCN3CCOCC3)C2)cc1 (stereo not given)	8%	-1.9	0.2%	10%	7%
34	CS(=O)(=O)N(CC(=O)NCCSCc1ccccc1)c1ccccc1	-6%	2.8	-0.3%	8%	12%
35	CCOc1ccc(-c2nnn(CC(=O)NCc3ccco3)n2)cc1OCC	-7%	-2.3	8.7%	8%	-3%
36	Nc1c(Cl)cc(C2=NCCn3nc4cc([N+](=O)[O-])ccc4c32)cc1Cl	20%	0.2	12%	10%	-6%
37	CCOc1ncccc1C(=O)Nc1cc(S(=O)(=O)N2CCCCC2)ccc1OC	-7%	1.5	-0.6%	0%	1%
38	NCCCC[C@@H](C(=O)N1CCNCC1)n1cc(CCC(=O)O)nn1	-7%	2.0	-0.8%	7%	0%
39	Cc1ccc(Cc2c(-c3cccc(Cl)c3)nc3ccc(C)cn23)cc1	/	0.5	3.5%	11%	/
40	O=C(c1cc(-c2cccc(O)c2)on1)N1CCCCCC1	6%	-0.5	-0.1%	1%	-5%

nr	Mm-Cpn inhibitor	EPAC2 antag	TGFb SMAD3 inh	Akt phos inh
33	1%	6%	13%	i
34	2%	-8%	?	i
35	-1%	-11%[57.1 µM]	-1%	i
36	1%	-6%	29%	i
37	0%	4%	-14%	i
38	/	-7%	11%	i
39	/	-6%	10µM*	i
40	1%	-2%	-10%	i

Sorted by the number under TGFb SMAD3 inh (ascending): 3 from the list above.
cpd	SMILES	TGFb SMAD3 inh
35	CCOc1ccc(-c2nnn(CC(=O)NCc3ccco3)n2)cc1OCC	-1%
33	COc1ccc(C2=NOC(C(=O)NCCCN3CCOCC3)C2)cc1 (stereo not given)	13%
36	Nc1c(Cl)cc(C2=NCCn3nc4cc([N+](=O)[O-])ccc4c32)cc1Cl	29%

Remaining list, next part
nr	SMILES	Nrf2 inh	CCT modulator	Nrf2 ARE act	EPAC2 agonist	A549 viability
41	CC(C)N(C(=O)[C@H]1C[C@H](CC(=O)NCCN2CCOCC2)C(=O)N2CCc3c([nH]c4cc(-c5ccco5)ccc34)[C@]12C)C(C)C	-3%	0.3	?	12%	-1%
42	CCN(C(=O)CCc1nnc2ccc(N3CCC4(CC3)OCCO4)nn12)c1ccccc1	-2%	-1.2	0.0%	3%	8%
43	CC(=O)Nc1ccccc1C(=O)N1CCN(c2cccc(C)c2C)CC1	-13%	1.3	0.8%	-3%	0%
44	O=C(Nc1ccc(S(=O)(=O)Nc2ncccn2)cc1)c1cc(=O)c2ccccc2o1	5%	/	-0.6%	/	1%
45	NC(=O)c1c(NC(=O)C2CCCO2)sc2c1CCCC2 (stereo not given)	12%	0.2	5.4%	-1%	-4%

nr	Mm-Cpn inhibitor	EPAC2 antag	TGFb SMAD3 inh	Akt phos inh
41	-2%	4%	?	i
42	3%	-11%	2%	i
43	-1%	-8%	-3%	i
44	/	/	13%	/
45	1%	0%	-10%	i

Some of the compounds tested (hit frequency here may not be typical).
